Dengue-2 NS5 capping: Dengue-2 NS5 methyltransferase inhibitors, primary screen, biochemical, confirmation dose response (AID 588689); inhibition, % at 25 µM, or IC50 in µM where a hit was titrated; Dengue-2 NS5 methyltransferase capping enzyme assay, biochemical; higher % means a stronger effect; hit rate 0.3% among 340,000; in the data active = a potency from the dose series; inconclusive = inhibition above about 29% without an active follow-up result
Large T inhibition: SV40 large T antigen inhibitors, biochemical (AID 1903). hit rate 0.39% among 310,000. SV40 large T antigen ATPase/helicase inhibition assay; higher % means a stronger effect. one-dose inhibition, % at 20 µM; IC50 in µM for titrated hits; in the data active = a potency from the dose series; inconclusive = inhibition mostly from about 32% at the one dose, without a potency; inactive = the rest, 99 in 100 with inhibition below about 32%; also: strong numbers were not always called active
UTI89 phage lysis: protection from phage-mediated lysis, alamar blue read-out – E. coli UTI89, K1F phage, bacterial capsule biogenesis inhibitors (AID 488966). E. coli UTI89 K1F phage lysis, alamar blue, 2 h; higher % means a stronger effect. inhibition, % at 100 µM, or IC50 in µM where a hit was titrated. hit rate 0.02% among 340,000;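 active = phage lysis inhibition, versus mean bacterial control, above a set limit; inconclusive = no clear call, values can overlap the other calls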;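 also: capsule biogenesis inhibitors block K1F phage lysis so surviving cells raise fluorescence; higher fluorescence means more inhibition of phage lysis; actives were called in the ten point dose series up to 300 µM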
GPR55 antagonists: GPR55 antagonists blocking LPI-driven arrestin recruitment, primary screen, imaging, U2OS, beta-arrestin-GFP, LPI agonist (AID 2013) | hit rate 0.13% among 290,000 | U2OS GPR55 beta-arrestin-GFP translocation imaging, LPI antagonism; higher % means a stronger effect | one-dose inhibition, % at 10 µM; IC50 in µM for titrated hits;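 active = spots per cell inhibited over 60%, with over 100 cells counted and total cytoplasm intensity under 500,000; inconclusive = wells with under 100 cells, flagged as likely toxic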;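 also: U2OS cells stably carrying GPR55 and arrestin-GFP stimulated by 5 µM LPI near EC80; imaged beta-arrestin-GFP aggregate spots per cell after agonist stimulation; plate controls were LPI-stimulated DMSO wells for no effect and DMSO wells without LPI for full effect; some results filed as inactive read as strong as hits; confirmed hits need IC50 under 10 µM and bright autofluorescent wells are also inconclusive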
HIV peptide binding: cell-free HIV fusion peptide-binding blockers – biochemical, uHTS, fluorescence dequenching, primary screen (AID 1986). one-dose inhibition, % at 20 µM; IC50 in µM for titrated hits. hit rate 0.3% among 290,000. cell-free peptide binding, fluorescence dequenching, 30 min; higher % means a stronger effect; in the data active = inhibition mostly above about 52%, no sharp cut-off; inactive = mostly below about 76%; also: some results filed as inactive read as strong as hits
RSV antiviral HEp-2: inhibition of RSV-induced cytopathic effect – HEp-2 cells, primary 10 µM value included (AID 2391); HEp-2 cells, RSV-induced CPE inhibition; higher % means a stronger effect; CPE inhibition, % at 10 µM; hits with a dose series show IC50 in µM; hit rate 0.13% among 310,000; in the data active = a potency from the dose series; inconclusive = CPE inhibition mostly from about 23% at the one dose, without a potency; inactive = the rest, 99 in 100 with CPE inhibition below about 21%; also: strong numbers were not always called active
Salmonella PhoP GFP: PhoP-dependent GFP reporter repression – Salmonella Typhimurium, primary screen (AID 1863) | hit rate 0.16% among 300,000 | inhibition, % at 50 µM; hits with a dose series show IC50 in µM | S. Typhimurium PhoP-regulated promoter GFP reporter, 4 h; higher % means a stronger effect;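 active = inhibition over 29.93%, a cutoff 3 SD above the screen mean, later confirmed by dose response; inconclusive = inhibition over 29.93% but no dose response follow-up; inactive = inhibition at most 29.93% or unconfirmed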;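 also: 0% = low Mg2+ inducing control and 100% = high Mg2+ repressing control; strong numbers were not always called active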
GPR35 arrestin U2OS: inhibition of zaprinast-stimulated GPR35 beta-arrestin translocation – imaging, U2OS, beta-arrestin-GFP, zaprinast agonist, primary screen (AID 2058); U2OS GPR35 beta-arrestin-GFP translocation imaging, zaprinast antagonism; higher % means a stronger effect; inhibition, % at 10 µM, or IC50 in µM where a hit was titrated; hit rate 0.052% among 290,000;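 active = inhibition of at least 50% with at least 30 cells and total cytoplasm GFP at most 10,000,000; inconclusive = under 30 cells or total GFP of 10,000,000 plus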
MgcRacGAP inhibition: MgcRacGAP GTPase-activating activity inhibitors, confirmation, biochemical, ADP Hunter fluorescence. hit rate 0.6% among 340,000. MgcRacGAP-stimulated Rac1 GTP hydrolysis, ADP Hunter fluorescence; higher % means a stronger effect; GST-tagged Rac1 F28L mutant substrate. one-dose inhibition, % at 30 µM; IC50 in µM for titrated hits;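 active = first-screen hits whose inhibition reached a set limit at any dose in the follow-up dose series; inconclusive = inhibition above the set first-screen limit but never retested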;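 also: fluorescence reports GDP produced by GAP-driven GTP hydrolysis; strong numbers were not always called active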
Dengue-2 NS5 capping pilot replicate: second read-out of Dengue-2 NS5 capping, no call of its own (marks repeat the call); inhibition, %; measured here: pilot screen replicate inhibition
* marks the source's active call; other numbers are inactive results; ? = inconclusive; . = not tested or not shown; [ ] = remark or other dose. Hits appear at their usual frequency. Share with any hit: about 1.5%.

SMILES | Dengue-2 NS5 capping | Large T inhibition | UTI89 phage lysis | GPR55 antagonists | HIV peptide binding | RSV antiviral HEp-2 | Salmonella PhoP GFP | GPR35 arrestin U2OS | MgcRacGAP inhibition | others
CCOc1ccccc1N(CC(=O)NC(C)(C)C)C(=O)c1ccc(CN2CCOCC2)o1 | -2% | 8% | 1.6% | 10% | -1.1% | 1.7% | 4% | -6% | 1%
CCOC(=O)C(NS(=O)(=O)c1ccc(C)cc1)(C(F)(F)F)P(=O)(OCC(C)C)OCC(C)C (configuration not stated) | -3% | 16% | 3.9% | -13% | 7.3% | 1.5% | 1% | -1% | 5%
N#C/C(=C\c1cccnc1)c1ccc(Br)cc1 | -6% | 2% | 0.1% | 2% | 0.4% | 8.6% | 1% | 21% | 7%
COCCCn1c(C)nnc1-c1cnn(-c2ccccc2)c1N | -5% | 6% | 2.8% | 14% | -1.9% | 0.8% | -5% | -5% | 3%
C/C(=N\NC(=O)c1ccc(N/N=C(\C)c2ccc(O)cc2)cc1)c1ccc(O)cc1 | -2% | ? | 0.6% | 12% | -1.2% | -1.5% | -3% | 7% | 29%
CC(C)NC(=O)C(=O)c1cn(C)c2ccccc12 | -13% | 4% | 0.3% | -11% | 13% | 2.6% | -8% | -3% | -2%
C#CCOCCOCCOCCNc1nc(N2CCN(C(=O)[C@H](CCCCN)n3cc(CC(C)O)nn3)CC2)nc(N2CCN(C(=O)[C@H](CCCCN)n3cc(CC(C)O)nn3)CC2)n1 (some centres not stated) | -4% | 5% | 3.5% | . | . | 1.2% | . | . | 9%
CCCn1c(-c2ccc[nH]c2=O)nc2ccccc21 | 5% | 4% | 1.1% | 6% | -0.8% | 8.1% | -7% | 13% | 7%
Cc1cccc(NC(=O)c2ccc(S(=O)(=O)N3CCCCC3C)cc2)n1 (configuration not stated) | -3% | 11% | 0.1% | -4% | -0.6% | 5.1% | 2% | 2% | 5%
CCCCN1C(=O)C(=O)NC[C@@H]1C(C)CC (some centres not stated) | 2% | 2% | 2.8% | -4% | 0.2% | 0.3% | -5% | -8% | 12%
CCOC(=O)C1(P(=O)(c2ccc(Cl)cc2)c2ccc(Cl)cc2)CCC1 | -4% | 2% | 0.1% | -8% | -1.2% | -1.5% | 1% | -6% | 19%
CCOC(=O)C1=C(N)N(c2ccc(C)cc2)C2=C(C(=O)CCC2)C1c1cccs1 (configuration not stated) | -1% | 6% | 8.6% | -1% | -2.0% | 5.1% | -10% | 3% | 5%
COc1cc(CC(=O)OCC(=O)NC2CC2)cc(OC)c1OC | 8% | 3% | -1.1% | 1% | -3.4% | 0.5% | -4% | 5% | 3%
Cc1ccc(NC(=O)c2ccn(C(=O)Nc3ccccc3)n2)c(C)c1 | -1% | 1% | -1.4% | 10% | 0.9% | -1.1% | -6% | -14% | 0%
CCOc1ccccc1C(=O)Nc1cc2c(cc1N1CCCC1)n(CC)c(=O)n2CC | -4% | 23% | -0.2% | 14% | -1.7% | 50% | -1% | -3% | 30%
Cc1ccc(-c2cc(C(F)(F)F)n3ncc(C(=O)N4CCCCC4c4cccnc4)c3n2)cc1 (configuration not stated) | 0% | 6% | 0.1% | -5% | -0.6% | 0.6% | -5% | -3% | 5%
Cc1ccc(C(=O)O)cc1N1C(=O)CCCC1=O | -5% | 5% | 1.8% | 10% | 0.9% | -0.6% | -6% | 10% | 1%
Nc1nonc1C(=O)OCC(=O)N1CCOCC1 | 1% | 0% | 0.7% | 1% | -1.3% | 1.0% | -4% | -16% | 6% | Dengue-2 NS5 capping pilot replicate=-1.1
Cc1ccc(C(=O)NCCC(=O)N2CCOCC2)cc1 | 2% | 14% | 1.5%[50 µM] | -7% | 0.0% | 0.3% | 3% | 0% | 6%
Cc1cc(C(=O)CN2C(=O)NC(Cc3c[nH]c4ccccc34)C2=O)c(C)n1C (configuration not stated) | -3% | -2% | 5.8% | -1% | -0.8% | 0.1% | 18% | -10% | 9%
O=C(CN(CCc1ccccc1)C(=O)CNS(=O)(=O)c1ccccc1)NCc1ccco1 | -5% | 5% | 0.4% | 6% | 3.2% | -0.1% | -13% | -13% | 10%
Cc1ccc2c(c1)CCCN2CC(=O)Nc1cccc(S(=O)(=O)N2CCCC2)c1 | -21% | . | 0.4%[50 µM] | . | . | 2.2% | . | . | 3%
COc1ccc(NC(=O)COc2cc(C)cc(C)c2)cc1S(=O)(=O)N1CCCCC1 | 3% | -2% | 0.3%[50 µM] | . | . | 1.9% | 4% | . | -4%
O=C(O)Cc1sc(N/N=C\c2ccccc2)nc1-c1ccccc1 | -36% | 22% | -0.1% | -6% | 16% | 4.1% | 18% | 3% | 20%
CCC(CC)NC(=O)c1cccc(NC(=O)C(C)C)c1 | -7% | 1% | 0.3% | 9% | 1.7% | 1.7% | -7% | 10% | 13%
CN1CCN(C(=O)C2CCCCC2C(=O)O)CC1 (configuration not stated) | 2% | -4% | 3.5% | -2% | -2.3% | 1.0% | -7% | 6% | 4%
C=C(C)Cn1cnc2c(oc3nc4c(cc32)CCCC4)c1=O | 1% | 5% | 0.7% | -16% | -0.2% | 1.4% | 0% | -3% | 7%
O=C(c1cccn2c(=O)c3ccc(Cl)cc3nc12)N1CCN(Cc2ccc3c(c2)OCO3)CC1 | -6% | 6% | 2.2% | 4% | -1.5% | . | -3% | 12% | 6%
COc1cc(N=CC2=C(O)c3ccccc3C2=O)cc(OC)c1 | 0% | 1% | 2.4% | 5% | 3.0% | 1.6% | -6% | 2% | -4%
O=C(CSc1n[nH]c(=O)n1Cc1ccco1)c1ccc(F)cc1 | . | 4% | . | -4% | -1.1% | . | 6% | 4% | .
NC(=O)Cn1nc(-c2ccccc2)nc1-c1ccccc1 | 7% | 10% | 0.1% | . | . | 0.8% | . | . | 10%
O=C1CC(C2CCCO2)C(=O)N1c1cccc(Cl)c1 (configuration not stated) | -1% | 7% | 0.4% | -1% | -1.9% | 0.5% | -6% | -4% | 8%
O=C1CC(c2nc3ccccc3[nH]2)CN1c1ccccc1F (configuration not stated) | -3% | 6% | 0.2% | 6% | 2.0% | 1.2% | 13% | -4% | 0%
CCOC(=O)CSc1n[nH]c(=O)n1CCc1ccccc1 | -1% | 4% | 0.4% | 4% | 1.5% | 1.1% | -2% | 14% | 6%
Cc1cccc(-n2cnc3cc([N+](=O)[O-])ccc32)c1 | 0% | 4% | 0.2% | 4% | 0.2% | 15% | 3% | -6% | 7%
CCCn1c(N)c(N(CCOC)C(=O)c2cccc(S(=O)(=O)N3CCCc4ccccc43)c2)c(=O)[nH]c1=O | -7% | 9% | 0.2%[50 µM] | . | . | -1.1% | 2% | . | 5%
O=c1[nH]c2ccc(Cl)cc2c(-c2ccccc2)c1SC(=S)N1CCCCC1 | -6% | 21% | -0.2% | 39% | -2.9% | . | 7% | -9% | 18%
Cc1cccc(N2CCN(C(c3ccccc3)c3nnnn3CC3CCCO3)CC2)c1C (configuration not stated) | . | 10% | -0.1% | 12% | -0.6% | 18% | -8% | 5% | -2%
Cc1ccc2nc(-c3ccccc3)c(CN3CCN(c4ccccc4F)CC3)n2c1 | . | 10% | 1.2% | 1% | -1.0% | 9.9% | -6% | -9% | 3%
CC1CN(C(=O)Nc2cccc(Cl)c2)C2(CCCCCC2)O1 (configuration not stated) | 1% | -3% | 0.9% | 7% | -0.7% | 0.5% | 8% | 4% | 10%
COc1cc(NC(=O)CCN2CCN(Cc3ccccc3)CC2)cc(OC)c1 | -3% | 2% | 1.3% | 9% | -1.5% | -1.1% | -12% | 2% | 5%
CC(C)[C@H](NC(=O)NC1CCCC1)C(=O)O | -1% | 14% | 0.8% | 3% | -0.1% | 1.2% | 3% | -5% | 10%
O=C(CSc1nncn1-c1ccccc1)Nc1ccc(N2CCOCC2)cc1 | 1% | 2% | 0.2% | 21% | 2.2% | 2.1% | -6% | 6% | 2%
Cc1ccc(OCC(=O)N2CCN(S(=O)(=O)c3ccccc3[N+](=O)[O-])CC2)cc1 | -3% | 11% | 0.4% | -2% | -0.7% | 1.6% | -1% | 2% | 6%
Cc1cc(=O)n2nc(N3CCCC3C(=O)Nc3cccc(F)c3)sc2n1 (configuration not stated) | -4% | 11% | 5.5% | -8% | 2.9% | 0.7% | . | -4% | 3%

Screening results from PubChem.
